Screens from PubChem BioAssay.
E coli Lon inh – inhibitors of E. coli Lon protease, primary screen, biochemical, fluorescence polarization. 360,000 tested, 0.42% active. inhibition, % at 7.94 µM. P0A9M0. purified E. coli Lon protease; in the data active = inhibition above about 13%, passing the limit was not always enough;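 note: 0% = enzyme with probe and DMSO and 100% = no enzyme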
SUMO1-SIM PPI – modulators of SUMO1 protein-protein interactions, primary screen, biochemical, uHTS | inhibition, % at 20 µM | Small ubiquitin-related modifier 1 (Homo sapiens), P63165 | AID 602429, 2012 | 360,000 tested, 0.33% active | SUMO1 binding to a labelled peptide, TR-FRET, 1 h; in the data active = inhibition above about 37%
Target sequence (P63165 whole entry, looked up): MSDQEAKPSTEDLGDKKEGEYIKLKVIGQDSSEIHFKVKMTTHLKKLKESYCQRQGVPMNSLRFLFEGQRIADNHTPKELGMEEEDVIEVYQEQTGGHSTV
MsrA inhibitor – bovine MsrA enzyme inhibitors, primary screen, biochemical, absorbance, HTS. Methionine sulfoxide reductase A (Bos taurus). purified bovine MsrA, absorbance read-out. inhibition, % at 15.5 µM. 360,000 tested, 0.75% active. AID 651718, 2012; in the data active = inhibition above about 4.5%;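 note: 0% = vehicle wells with enzyme and 100% = reference inhibitor wells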
Tb MetRS inh – T. brucei MetRS inhibitors, primary screen, biochemical, luminescence. 360,000 tested, 0.4% active. purified T. brucei MetRS, ATP depletion, Kinase-Glo luminescence. methionyl-tRNA synthetase (Trypanosoma brucei brucei). inhibition, % at 11.9 µM. AID 624268, 2012;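 active = inhibition above a per-plate cutoff of the control wells' mean inhibition plus 3 SD, cut at about 5.5% in these data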;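 note: 0% = DMSO wells median and 100% = median of wells with control inhibitor compound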
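Test system – parasite MetRS enzyme · Reagent – substrates ATP, L-methionine and bulk Escherichia coli tRNA · Doses – 11.9 µM compound single dose, 0.9% DMSO · Times – 15 min enzyme-compound preincubation, 2 h reaction, 10 min detection, 25 °C · Signal – Kinase-Glo luminescence, ATP depletion format · Controls – DMSO-only wells as low control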
Scp-1 inhibitor – Scp-1 phosphatase inhibitors, primary screen, biochemical, colorimetric, uHTS; Carboxy-terminal domain RNA polymerase II polypeptide A small phosphatase 1 (Homo …; Recombinant Scp1, phosphopeptide, malachite green phosphate absorbance; inhibition, % at 20 µM; 340,000 tested, 0.88% active; AID 493091, 2011;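 active = inhibition above about 50% at 20 µM, limit read from the data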;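 note: plate controls were DMSO wells with enzyme for no effect and wells lacking enzyme for full effect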
Target sequence (Q9GZU7 76-261 limits assumed): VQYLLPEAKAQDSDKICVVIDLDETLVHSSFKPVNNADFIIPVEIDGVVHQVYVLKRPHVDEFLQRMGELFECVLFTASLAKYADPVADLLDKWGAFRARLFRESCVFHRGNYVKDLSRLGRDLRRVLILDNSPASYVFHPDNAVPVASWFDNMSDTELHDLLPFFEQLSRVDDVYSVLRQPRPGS
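Material – SCP-1 phosphatase catalytic domain, residues 76-261 · Buffer or medium – Acidic Tris acetate buffer with magnesium and detergent · Also added – Phospho 17-mer peptide substrate · Compound – single 20 µM dose, 1% DMSO · Times – 45 min room-temperature reaction, 5 min colour, 30 min stabiliser · Technique – Phosphate-binding colour reagent, absorbance read at 630 nm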
DNMT1 inh – human DNMT1 methyltransferase inhibitors, primary screen, biochemical, molecular beacon, fluorescence, HinP1I cleavage, uHTS | 360,000 tested, 0.83% active | DNA (cytosine-5)-methyltransferase 1 (Homo sapiens), P26358 | inhibition (reported as % activation of signal), % at 10 µM | AID 588458, 2011; in the data active = inhibition above about 50%
bovine MsrA act – bovine MsrA enzyme activators, primary screen, biochemical, absorbance, HTS. activation, % at 10.6 µM. purified bovine MsrA, absorbance read-out. 360,000 tested, 0.3% active. Methionine sulfoxide reductase A (Bos taurus); in the data active = activation above about 7.5%;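 note: 0% = vehicle and 100% = reference activator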
LMPTP block – LMPTP phosphatase inhibitors, primary screen, biochemical, fluorescence intensity, uHTS; Low molecular weight phosphotyrosine protein phosphatase (Homo sapiens), P24666; recombinant LMPTP-A, OMFP fluorogenic substrate; inhibition, % at 20 µM; 360,000 tested, 0.22% active; AID 651560, 2012;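 active = compounds that cut the enzyme signal by at least half of the control window in the single-dose screen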;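 note: plate controls were DMSO wells with enzyme plus substrate for no effect and substrate without enzyme for full effect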
Target sequence (P24666 whole entry, looked up): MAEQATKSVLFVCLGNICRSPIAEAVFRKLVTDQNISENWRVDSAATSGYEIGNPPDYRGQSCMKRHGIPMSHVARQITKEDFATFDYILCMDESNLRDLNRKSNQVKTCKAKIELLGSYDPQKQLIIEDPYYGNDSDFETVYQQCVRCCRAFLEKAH
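test system = LMPTP-A | amount = 0.625 nM LMPTP-A final | reagent = fluorogenic phosphatase substrate OMFP at 400 µM final | incubation = 50 min at room temperature | benchmarks = no-enzyme low control, uninhibited high control | medium = Bis-Tris pH 6.0, DTT, detergent | signal = fluorescence intensity of OMFP turnover product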
NRP1-CendR mod – modulators of CendR peptide binding to NRP-1, primary screen, biochemical, fluorescence polarization, uHTS; Neuropilin-1 (Homo sapiens), O14786; inhibition, % at 25 µM; 360,000 tested, 0.85% active; AID 602438, 2012; FAM-RPARPAR peptide binding to NRP-1;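 active = inhibition or corrected inhibition above about 18%, plus a signal ratio from 0.5 to 1.5, limit read from the data, passing the limit was not always enough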; note: strong numbers were not always called active
STEP block – STEP phosphatase inhibitors, primary screen, biochemical, fluorescence intensity, uHTS | Tyrosine-protein phosphatase non-receptor type 5 (Homo sapiens), P54829 | recombinant STEP, OMFP fluorogenic substrate | inhibition, % at 20 µM | 360,000 tested, 0.25% active | AID 588621, 2011;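 active = inhibition at 20 µM, scaled per plate between control wells, above about 37%, limit read from the data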;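 note: 0% = DMSO with enzyme and substrate and 100% = substrate only without enzyme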
Target sequence (P54829 whole entry, looked up): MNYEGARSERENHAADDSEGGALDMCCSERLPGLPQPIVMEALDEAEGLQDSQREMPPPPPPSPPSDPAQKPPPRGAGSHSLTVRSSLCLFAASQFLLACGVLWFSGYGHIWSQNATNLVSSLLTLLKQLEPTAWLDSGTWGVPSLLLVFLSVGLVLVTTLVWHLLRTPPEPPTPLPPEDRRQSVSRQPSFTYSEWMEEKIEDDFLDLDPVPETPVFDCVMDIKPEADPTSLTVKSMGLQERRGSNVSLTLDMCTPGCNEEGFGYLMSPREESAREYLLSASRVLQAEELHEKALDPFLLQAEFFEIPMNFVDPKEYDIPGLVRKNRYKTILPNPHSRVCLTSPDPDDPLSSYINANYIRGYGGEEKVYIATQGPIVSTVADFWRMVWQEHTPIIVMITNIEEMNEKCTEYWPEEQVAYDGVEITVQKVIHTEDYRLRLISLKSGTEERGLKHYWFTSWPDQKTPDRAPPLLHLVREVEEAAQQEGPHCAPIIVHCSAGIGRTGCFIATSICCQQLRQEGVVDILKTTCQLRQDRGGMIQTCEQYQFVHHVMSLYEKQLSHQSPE
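material = STEP tyrosine phosphatase | reagent = fluorogenic phosphatase substrate OMFP at 25 µM final | doses = single compound dose of 20 µM, 1% DMSO final | schedule = 20 min reaction, room temperature, in the dark | measured by = fluorescence, 480/540 nm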
Numbers without * were called inactive; nt = not tested or not shown.

SMILES	E coli Lon inh	SUMO1-SIM PPI	MsrA inhibitor	Tb MetRS inh	Scp-1 inhibitor	DNMT1 inh	bovine MsrA act	LMPTP block	NRP1-CendR mod	STEP block
CSc1ncc(C(=O)Nc2cccnc2)c(C(F)(F)F)n1	-7.5	2.7	-0.4	1.0	-4.5	-5.4	-1.7	-0.3	-15.7	-4.3
Cc1cccnc1NC(=O)C1CCC1	-4.3	3.6	nt	-0.3	-6.0	-2.6	-2.9	-0.8	3.8	-0.4
CCNC(=O)c1c(NC(=O)c2cc(-c3cc(C)ccc3O)n[nH]2)sc2c1CCCC2	-7.4	-1.7	-0.1	-0.5	-1.3	76.0*	-3.5	2.0	-13.4	4.0
CCCCNC(=O)C[C@@H]1C[C@@]2(C(=O)OC)CCCCC=C2N(Cc2ccc3c(c2)OCO3)C1=O	nt	0.8	0.0	-0.3	nt	nt	nt	0.7	-3.7	nt
O=C(N/N=C/c1ccccc1O)c1cccc2ccccc12	2.8	-3.2	0.1	-0.7	-4.7	-1.6	-3.6	-0.9	7.3	2.1
OCCNc1nc2ccccc2n1-c1ncnc2sc3c(c12)CCC3	-3.1	3.9	0.1	22.8*	3.0	2.4	-10.2	5.3	-1.4	-0.1
CCN(CC)c1ccc(C2C(C(=O)Nc3ccccn3)=C(C)NC3=C2C(=O)CC(C)(C)C3)cc1 (stereo unspecified)	-16.5	-7.6	0.5	0.1	2.8	-3.4	0.1	-0.3	-2.4	-0.2
O=Cc1cn[nH]c1-c1ccccc1	5.1	-1.7	-0.1	-0.2	-3.6	-1.5	-2.6	-1.4	-17.4	2.3
Cc1ccc(-n2c(SCC(=O)Nc3nccs3)nc3c(c2=O)SCC3)cc1	-5.7	3.0	-0.5	-0.4	-10.5	-1.2	-0.2	0.8	6.8	-6.2
CC12CCC(=O)N1C(C(=O)N1CCN(c3ccccc3)CC1)CS2 (stereo unspecified)	4.9	-5.6	0.3	-0.5	-6.2	-0.4	-1.9	0.1	-12.3	-3.6
COc1ccc(NC(=S)NCc2ccc(F)cc2)cc1	0.2	3.1	-0.4	0.1	-7.7	2.4	-2.4	0.8	-0.4	-0.6
O=C(CN1CCSC1=O)Nc1ccc(N2CCOCC2)cc1	2.4	-2.0	-0.4	-0.3	-0.7	-3.0	0.3	-0.7	4.1	-0.4
CCOC(=O)c1c(O)c2c([nH]c1=O)CCCC2	-3.2	-0.9	0.3	0.1	-3.5	-0.9	-2.6	-1.5	-4.3	0.1
COc1cc(C(=O)O)ccc1OCc1c(C)noc1C	2.6	1.1	0.6	-0.4	-9.4	0.6	1.2	-0.6	-6.2	-2.9
Cc1nn(-c2ccccc2)c2c1C(c1ccncc1)C(C#N)=C(N)O2 (stereo unspecified)	0.5	-0.1	0.9	-0.5	-4.2	-4.4	-3.7	0.4	-4.9	0.0
C#CCNC(=O)C[C@@H]1C[C@@]2(C(=O)OCC)CCC=C2N(Cc2ccco2)C1=O	-12.1	1.0	-1.0	-0.1	nt	nt	-2.4	0.8	-34.8	nt
Cc1ccc(NC(=O)c2nc[nH]c2C(=O)N(C)CCO)cc1	-9.2	-0.8	0.0	0.8	nt	4.5	-2.2	-2.3	-11.9	-0.2
CN(C)S(=O)(=O)c1ccc(N2CCCC2)c(C(=O)NCC2CCCO2)c1 (stereo unspecified)	-10.6	-3.1	0.2	-0.3	-11.4	-0.5	-1.8	0.0	10.1	0.7
CC(C)(C)c1ccc(OCC(=O)NCC(c2cccs2)N2CCOCC2)cc1 (stereo unspecified)	-14.3	-1.6	0.8	-0.1	-1.1	1.3	-2.0	0.1	2.1	1.6
NS(=O)(=O)c1cc(C(=O)Nc2ccc3c(c2)CCC3)ccc1Cl	10.2	1.4	0.1	-0.8	-7.5	1.2	-7.0	0.4	0.8	-1.2
O=c1cc(CO)occ1OCc1cccc(C(F)(F)F)c1	3.2	-3.9	0.9	0.3	8.6	-0.6	3.3	-1.4	-16.5	-3.4
CCOc1ccccc1NC1=NC2CS(=O)(=O)CC2S1 (stereo unspecified)	-7.8	-0.6	1.4	-0.2	3.1	0.7	-1.6	-1.2	-2.9	-2.6
O=C(Nc1ccc(F)c(Cl)c1)C1CC(=O)N(Cc2ccco2)C1 (stereo unspecified)	-3.3	-1.3	0.4	-0.1	-6.1	4.4	-2.0	-0.9	1.5	-3.2
COc1ccc(CNC(=O)CN(C)Cc2ccc(C(C)(C)C)cc2)cc1	0.1	4.6	-1.2	-0.8	-12.3	3.8	-7.5	0.2	2.8	3.8
COc1ccc(-c2c(-c3ccsc3)oc3ccc(N4CCOCC4)cc23)cn1	0.7	2.8	-0.3	-0.3	-3.0	-14.7	-1.7	2.6	6.3	0.9
COc1ccc(C(=O)c2c(-c3ccc(OC)cc3)oc3ccc(-c4ccc(OC)nc4)cc23)cc1	10.7	-24.1	-0.8	-0.2	7.1	-1.4	-1.2	3.9	-9.9	1.4
O=C1CCCC(=O)C1=Cc1c[nH]c2ccccc12	-7.9	-2.2	0.9	-0.7	-11.9	1.9	-3.3	-1.0	-9.1	0.3
CC1(C)CN=C(N(Cc2ccccc2)C(=O)Nc2ccccc2)S1	-4.7	-2.2	0.5	-0.2	-2.0	1.0	-3.9	-1.7	8.1	0.6
C[C@H]1CN([C@@H](C)CO)C(=O)c2cccc(NC(=O)c3nc4ccccc4s3)c2O[C@H]1CN(C)C(=O)Nc1ccc(F)cc1	2.1	1.4	0.7	0.3	-9.8	-8.5	-1.7	0.6	0.2	-0.3
COc1ccc(CNc2nc3ccccc3n2C(C)C)c(O)c1	5.3	2.1	-0.1	0.3	-4.7	-1.3	-0.2	3.3	13.8	-0.4
CC1(C(=O)NS(=O)(=O)c2ccccc2)CCN1C(=O)Cc1ccccc1 (stereo unspecified)	-0.1	2.4	1.6	-0.2	nt	1.6	-9.8	-1.3	-3.5	-1.3
Cc1ccc(Cn2nc(C)c(C(=O)NCC(c3ccc(F)cc3)N3CCOCC3)c2Cl)cc1 (stereo unspecified)	-1.0	0.6	-0.1	0.0	-4.8	-1.2	-1.8	1.0	-0.3	-1.9
Cc1cccc(Nc2ccccc2C(=O)OCC(=O)N2CCOCC2)c1C	-11.6	0.1	-0.3	-0.9	-5.0	-6.0	0.3	0.3	4.1	2.5
CCOC(=O)c1sc(=NC(=O)c2ccc(OC)c(OC)c2)n(C)c1C	-9.3	2.9	0.1	-0.6	-9.4	-14.4	3.8	-0.2	1.5	-2.5
COC(=O)c1ccc2c(c1)nc(C)n2CCO	-12.2	2.1	-1.0	-0.6	17.4	2.5	-5.5	-2.4	-6.7	-1.9
OC1(c2cccc(C(F)(F)F)c2)CCN(c2ccc(-c3ccccc3)nn2)CC1	-15.1	0.9	0.9	0.0	8.9	-0.1	-0.7	0.2	-3.4	-0.8
NS(=O)(=O)c1ccc(CCNc2ccn3nc(-c4cccc(C(F)(F)F)c4)cc3n2)cc1	-12.5	-36.6	0.1	-0.1	nt	-28.6	-1.3	3.3	-9.6	-2.3
COCCSc1nnc(NS(=O)(=O)c2ccc(C)cc2)s1	-4.6	2.5	0.5	-0.9	1.1	3.9	-3.5	1.2	4.3	-2.1
C=CCOc1c(CNc2ccc(C(=O)O)cc2)cccc1OC	1.5	3.1	-0.3	-0.3	-2.7	-0.8	-3.1	-1.0	-1.4	-5.5
CCc1ccc(N(C(=O)c2csnn2)C(C(=O)NC(C)(C)C)c2ccccn2)cc1 (stereo unspecified)	2.0	1.7	-0.4	-0.6	0.9	1.3	-1.3	0.3	2.6	-1.4

Gathered by group: the entries above with a COOH group
SMILES	E coli Lon inh	SUMO1-SIM PPI	MsrA inhibitor	Tb MetRS inh	Scp-1 inhibitor	DNMT1 inh	bovine MsrA act	LMPTP block	NRP1-CendR mod	STEP block
COc1cc(C(=O)O)ccc1OCc1c(C)noc1C	2.6	1.1	0.6	-0.4	-9.4	0.6	1.2	-0.6	-6.2	-2.9
C=CCOc1c(CNc2ccc(C(=O)O)cc2)cccc1OC	1.5	3.1	-0.3	-0.3	-2.7	-0.8	-3.1	-1.0	-1.4	-5.5

The results go on.
SMILES	E coli Lon inh	SUMO1-SIM PPI	MsrA inhibitor	Tb MetRS inh	Scp-1 inhibitor	DNMT1 inh	bovine MsrA act	LMPTP block	NRP1-CendR mod	STEP block
CCCCCC(=O)N1C[C@H](O)[C@@H](n2cc(COC(=O)c3ccccc3)nn2)C[C@@H]1c1ccc(OC)cc1	-3.2	5.9	-1.4	-0.4	nt	3.6	-1.8	-0.9	-6.1	2.2
CC(=O)Nc1ccc(S(=O)(=O)N(C)CC(=O)OC(C)C(=O)NC2(C#N)CCCCC2)cc1 (stereo unspecified)	-13.3	-1.5	-0.5	-0.4	nt	1.3	-6.4	-1.3	-9.7	-3.5
Cc1c([N+](=O)[O-])cnc(Sc2ccccc2)c1[N+](=O)[O-]	-3.3	-8.8	2.2	0.5	-4.3	10.3	0.2	1.3	-5.3	3.8
Cc1ccc(CS(=O)Cc2ccc(C(=O)NCCc3ccccc3)o2)cc1 (stereo unspecified)	3.6	-0.6	-0.3	0.1	-1.1	2.3	-1.8	-0.8	5.4	-1.7
CC1CC(C)CN(S(=O)(=O)c2ccc(C(C)(C)C)cc2)C1 (stereo unspecified)	-6.7	-1.5	0.1	-1.1	12.3	1.6	-7.2	1.2	8.4	5.3
COc1cccc(C(=O)NCCS(=O)(=O)N2CCCCC2)c1	-6.6	0.2	0.1	-0.3	-3.4	2.6	-3.9	-1.7	-15.8	1.5
CS(=O)(=O)c1cccc(C(=O)OCC(=O)NC(=O)Nc2ccccc2F)c1	-8.4	-1.4	-0.3	-0.1	-10.5	3.3	-2.8	-0.1	11.3	-3.1
O=[N+]([O-])c1nn(-c2ccc3c(c2)OCCO3)n(O)c1=NCc1ccccc1Cl	-7.0	-32.5	1.6	0.4	-0.1	-1.0	-0.6	0.5	-5.9	-0.3
Cc1cccc(NS(=O)(=O)c2cc3c4c(c2)C(C)C(=O)N4CCC3)c1 (stereo unspecified)	-3.3	-0.6	-0.3	0.4	-11.3	-1.4	-2.9	-0.2	5.5	-0.2
CCN(CC)C(=O)COc1cc(C)c(Cl)c(C)c1	-1.0	-0.7	36.5*	-0.9	-1.3	1.8	-0.7	-2.5	-14.2	0.2
